Screens: PubChem, The Scripps Research Institute Molecular Screening Center
SIAE primary: inhibitors of human sialic acid acetylesterase SIAE; Q9HAT2; SIAE FP-Rh probe binding, fluorescence polarization; inhibition, % at 9.66 µM; 370,000 compounds, 0.69% hits;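 active means inhibition above a cutoff: mean of compounds within the control limits plus 3 SD of those, cut at about 17% in these data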;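 further: 0% = plate median of compound wells and 100% = probe without SIAE protein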
Target sequence (Q9HAT2 whole entry, looked up): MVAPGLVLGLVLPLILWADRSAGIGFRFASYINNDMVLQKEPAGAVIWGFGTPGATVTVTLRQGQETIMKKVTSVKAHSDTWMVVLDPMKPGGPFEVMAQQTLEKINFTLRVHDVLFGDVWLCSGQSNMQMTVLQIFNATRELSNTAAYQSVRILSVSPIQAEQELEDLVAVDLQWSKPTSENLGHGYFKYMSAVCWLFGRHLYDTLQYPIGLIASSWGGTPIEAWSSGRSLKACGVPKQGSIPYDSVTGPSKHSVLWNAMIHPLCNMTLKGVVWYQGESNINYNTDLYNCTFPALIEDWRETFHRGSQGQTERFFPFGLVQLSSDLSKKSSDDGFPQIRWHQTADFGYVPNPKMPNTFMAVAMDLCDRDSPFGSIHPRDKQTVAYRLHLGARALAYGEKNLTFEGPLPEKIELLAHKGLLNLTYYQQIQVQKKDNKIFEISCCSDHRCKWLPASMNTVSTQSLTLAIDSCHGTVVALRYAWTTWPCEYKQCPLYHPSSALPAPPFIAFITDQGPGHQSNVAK
proKLK7 act: activators of human kallikrein-7 zymogen | purified proKLK7, EDANS-DABCYL substrate fluorescence; 100% is mature enzyme control, 0% vehicle | activation, % at 7 µM | 370,000 compounds, 0.9% hits | AID 652039;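 active means activation above the mean of all tested compounds plus 3 SD, computed per campaign excluding outliers beyond control limits, cut at about 13% in these data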
Target sequence (P49862 whole entry, looked up): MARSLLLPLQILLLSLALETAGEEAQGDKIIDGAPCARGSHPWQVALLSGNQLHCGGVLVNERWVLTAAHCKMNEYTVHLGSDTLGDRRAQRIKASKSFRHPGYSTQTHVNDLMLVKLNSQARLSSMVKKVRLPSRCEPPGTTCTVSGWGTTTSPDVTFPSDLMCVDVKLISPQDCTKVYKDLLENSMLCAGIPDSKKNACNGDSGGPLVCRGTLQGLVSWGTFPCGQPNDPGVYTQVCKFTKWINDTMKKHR
TDP2 absorb: blocks human TDP2 phosphodiesterase activity. O95551. recombinant TDP2, T5PNP hydrolysis, p-nitrophenol absorbance 415 nm. inhibition, % at 12.8 µM. 370,000 compounds, 0.34% hits;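 active means inhibition above the mean of all tested compounds plus 3 SD, set per campaign, cut at about 25% in these data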;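 further: 0% = DMSO with enzyme and 100% = buffer with substrate but no TDP2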
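Test system: human TDP2 enzyme; Input: 120 nM TDP2 per well; Buffer or medium: Mg2+-containing Tris-HCl buffer, pH 7.5; Reagent: 5 mM T5PNP; Dosing: 12.8 µM single point, 1% DMSO; Incubation: reaction 2 h, 37 °C; Detection: p-Nitrophenol epi absorbance; Read-out: % inhibition relative to enzyme-containing and enzyme-free wells; Replicates: single well per compound.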
LEDGF integ inh: blocks HIV-1 LEDGF/p75-dependent DNA integration. TR-FRET IN-LEDGF/p75 DNA integration, Eu/Cy5. inhibition, % at 3.7 µM. 370,000 compounds, 0.64% hits. AID 743269;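 active means inhibition above the screen-wide mean plus 3 SD, cut at about 13% in these data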;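 further: signal is the Cy5 over europium emission ratio at 671 and 618 nm; 0% = plate median of compound wells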
Tn6 DDE FP: DD(E)-Tn6 binding inhibition, primary FP screen | Fibrin DD(E) TRITC-Tn6 fluorescence polarization displacement | 370,000 compounds, 0.21% hits | inhibition, % at 8.3 µM | P02675;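 active means inhibition above a per-campaign cutoff: mean of compounds within control limits plus 3 SD, cut at about 15% in these data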;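 further: 0% = median of all compound wells on the plate and 100% = blocking peptide control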
PRMT1 inh: inhibitors of human PRMT1. recombinant PRMT1, activity-based probe fluorescence polarization. AID 652257. 370,000 compounds, 1.3% hits. inhibition, % at 2.79 µM. Q99873;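 active means inhibition above about 21% made by adding two undisclosed values, limit read from the data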
Tn7 DDE FP: DD(E)-Tn7 binding inhibition, primary FP screen; inhibition, % at 8.3 µM; 370,000 compounds, 0.13% hits; FP displacement of FITC-Tn7 peptide from fibrin DD(E); 0% = median of compound wells per plate; P02675;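 active means inhibition above the mean of compounds falling within the control limits plus 3 SD of them, cut at about 14% in these data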;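 further: 0% = plate median of compound wells and 100% = 10 µM Aha-Tn7 peptide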
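System: human fibrin DD(E); quantity: Fibrin-DD(E) at 2 µM final; also added: fluorescent Tn7 probe at 0.1 µM; compound dosing: single nominal test concentration of 8.3 µM per compound; schedule: 10 min preincubation, 3 h with tracer, room temperature; detection: fluorescence polarization of the labelled Tn7 tracer; repeats: one replicate per compound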
MBD2 inh: inhibitors of human MBD2 binding to methylated oligonucleotide | TR-FRET | inhibition, % at 4.4 µM | 370,000 compounds, 0.31% hits; in the data active means inhibition above about 13%
UHRF1 MBD2 ctr: UHRF1 methyl-DNA binding inhibition | Q96T88 | UHRF1 binding to methylated oligo, TR-FRET | inhibition, % at 4.4 µM | 370,000 compounds, 0.75% hits; in the data active means inhibition above about 21%;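 further: UHRF1 SRA domain binding a hemimethylated CpG hairpin DNA probe; 0% = median of test compound wells and 100% = reference inhibitor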
TCR CD3 inh: human TCR-CD3 binding inhibition; 360,000 compounds, 0.37% hits; TAMRA-labeled TCR probe fluorescence, biochemical; inhibition, % at 9.4 µM; AID 651800; in the data active means inhibition above about 19%;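 further: recombinant mutant TCR 2C K166C tagged with TAMRA read by polarization; 0% = receptor in buffer alone and 100% = receptor with positive control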
* hit, by the source's call. No enrichment for hits; about 4.6% have a hit in one of these screens.

SMILES | SIAE primary | proKLK7 act | TDP2 absorb | LEDGF integ inh | Tn6 DDE FP | PRMT1 inh | Tn7 DDE FP | MBD2 inh | UHRF1 MBD2 ctr | TCR CD3 inh
COc1ccc(CNC(=O)c2c(N)[nH]c(C(=O)c3ccccc3)c2-c2ccc3ccccc3c2)cc1OC | 8 | 0.3 | 5 | 6 | -1 | -2 | 0 | -3 | -4 | -1
COc1ccc2nc(N3CCCCC3)c(/C=C3\SC(=S)NC3=O)cc2c1 | 2 | 0.7 | 19 | -1 | 2 | 3 | -2 | -1 | -2 | -11
CC(/C=C/c1ccco1)=N\NC(=O)COc1ccc(C)c(C)c1 | -1 | 0.0 | -6 | 8 | -3 | 1 | -10 | 2 | -2 | 6
O=C(OCc1cnc(Cl)s1)c1cccc(Cl)c1 | -1 | 0.0 | 12 | -2 | 0 | 2 | -1 | 3 | -1 | -3
CN(C)c1ccc(NC(=O)CSc2n[nH]c(-c3ccco3)n2)cc1 | -2 | -0.3 | 14 | 0 | 2 | -2 | -2 | 3 | 1 | 3
CCc1nc2ccc(C(=O)Nc3cc(-c4ccccc4)ccc3OC)cn2c1N(C=O)CCC(C)C | -26 | -5.0 | -12 | -2 | -2 | 4 | -4 | 1 | 2 | -2
FC(F)(F)c1nc2cc3nc4ccccc4[nH]c3cc2n1 | 13 | 0.4 | -10 | 7 | -8 | 1 | -7 | -18 | -14 | 8
O=C(CN1C(=O)NC2(CCCCCCC2)C1=O)N1CCc2ccccc2C1 | -2 | 0.0 | 4 | 2 | 1 | -1 | -9 | -3 | -1 | 8
CCOC(=O)N1CCC(N2Cc3cccc(C(=O)NC(C)c4ccc5c(c4)OCCO5)c3C2=O)CC1 (centres undefined) | -3 | 0.7 | 1 | 0 | -5 | 0 | -2 | 2 | -1 | 7
CC1Cn2c(Cc3ccccc3)nnc2S1 (centres undefined) | -2 | 0.1 | -11 | 3 | 7 | -5 | -5 | 1 | 5 | -3
O=C(O)c1ccc(Cl)c(S(=O)(=O)NCc2cccnc2)c1 | -5 | 0.3 | -5 | -1 | 5 | 1 | 1 | -7 | -2 | 1
Cc1cccc(-n2ccnc2CN2CCC(CO)(Cc3ccccc3)CC2)c1 | 0 | 0.6 | -16 | 5 | 1 | -2 | 0 | 1 | 1 | 4
COC(=O)[C@]12CCCCC=C1N(Cc1cccc3ccccc13)C(=O)[C@H](CC(=O)NCC13CC4CC(CC(C4)C1)C3)C2 | -11 | 0.8 | 1 | 2 | -9 | 4 | -8 | -2 | 3 | -6
Cc1cccc(N2CCN(c3nnc(C(F)(F)F)s3)CC2)c1 | 2 | 0.0 | -5 | 1 | 6 | -5 | 7 | -1 | 1 | 7
O=C(Cn1cnc([N+](=O)[O-])n1)N/N=C/c1ccc(O)cc1O | 1 | -0.4 | 3 | -9 | 4 | -5 | 1 | -2 | -3 | 1
Cc1nc2ccccc2c2c1C(=O)N(c1cccc(C(=O)O)c1)C2=O | 0 | 0.5 | -11 | 2 | 5 | -1 | 0 | -2 | -1 | 4
Cc1ccc(S(=O)(=O)Nc2ccc3c(c2)nc(CCN2CCCC2)n3C)cc1 | 3 | -12 | 2 | -3 | 0 | -2 | 1 | -1 | -1 | -5
Cc1cc(C(=O)N2CCN(c3ccccc3Cl)CC2)c(C)o1 | 7 | -0.1 | -1 | 2 | -9 | 0 | -3 | -2 | -1 | 7
Cc1ccc(/C=N/n2c(C)nnc2C)s1 | 2 | -0.2 | 0 | 1 | -7 | 1 | -3 | 4 | 0 | 0
O=C(CC(=O)c1ccccc1)Nc1ccc(Cl)cc1 | -50 | -0.8 | -13 | 0 | -7 | 3 | -4 | -2 | 3 | 12
Cc1oc2cc(O)ccc2c(=O)c1Oc1ccccc1Br | 0 | 0.6 | -1 | 1 | 0 | 1 | -2 | -3 | 0 | -1
CN1CCN(CC#CC2(O)CCCCC2)CC1 | -2 | -0.8 | 3 | 1 | 3 | -2 | -2 | 1 | 2 | 1
CCCCNC(=O)/C(=C/c1ccco1)NC(=O)c1ccco1 | 5 | -0.3 | 8 | 0 | 4 | 2 | 2 | 5 | 0 | -5
COc1cccc(C(O)c2cnc(C(C)C)n2C)c1 (centres undefined) | -9 | -0.2 | -1 | -3 | -6 | 7 | 1 | -2 | 0 | -2
COc1ccc(NC(=O)C2(C)CCN2C2Cc3ccccc3C2)cc1OC (centres undefined) | 5 | -0.1 | -2 | -2 | 2 | 0 | 4 | 1 | -2 | 1
SMILES | SIAE primary | proKLK7 act | TDP2 absorb | LEDGF integ inh | Tn6 DDE FP | PRMT1 inh | Tn7 DDE FP | MBD2 inh | UHRF1 MBD2 ctr | TCR CD3 inh
O=C(NCCc1ccccc1)c1ccc(NS(=O)(=O)c2ccc3[nH]c(=O)[nH]c3c2)cc1 | -6 | -0.3 | 9 | -1 | -9 | -2 | -10 | 2 | -2 | 13
CNC(=O)C1CN(C(=O)c2cccc(S(=O)(=O)N3CCc4ccccc43)c2)c2ccccc2O1 (centres undefined) | 2 | 0.7 | 7 | -1 | 2 | -4 | -1 | -1 | 0 | -3
COc1ccc(NC(=O)CN2CCN(c3ccc(F)cc3)CC2)cc1 | 6 | -0.7 | 2 | 4 | 0 | -6 | 2 | -2 | 2 | 1
O=C(c1ccc(S(=O)(=O)N2CCC(c3nc4ccccc4s3)CC2)cc1)N1CCOCC1 | 0 | 1.1 | -2 | 1 | -9 | 5 | -1 | 1 | 6 | 3
CCOc1ccc(N2C(=O)C3C4C=CC([C@H]5CC45)[C@@H]3C2=O)cc1 (some centres undefined) | 1 | 0.3 | -16 | 5 | 1 | -3 | 1 | 4 | 3 | -5
CCOc1ccc(S(=O)(=O)N2CCOCC2)cc1NC(=O)CSCc1ccc(C)cc1 | 10 | -0.2 | 6 | -3 | 3 | 0 | 10 | -6 | -1 | -8
Cc1cccc(OCc2nnc(SCC(=O)Nc3ccc(N4CCOCC4)cc3)o2)c1 | 0 | 0.6 | -6 | -1 | 1 | 0 | 2 | -1 | 1 | -1
CC(C)(C)OC(=O)NCCc1nnc(SCc2ccccc2Cl)o1 | -9 | -0.3 | 4 | 2 | 4 | -3 | -1 | 0 | -2 | -3
COc1ccc(-n2c(-c3cc(-c4ccccc4)sc3N)n[nH]c2=S)cc1 | 4 | -2.3 | -2 | -5 | -5 | 13 | 2 | 2 | -1 | -4
COc1cc(C2C(C(=O)c3cccs3)=C(O)C(=O)N2c2cc(C)on2)ccc1O (centres undefined) | -2 | -0.9 | -6 | 5 | -1 | -1 | -9 | -9 | 6 | 4
Cc1cc(C)n(-c2ccc(NC(=O)C3CCCCN3C(=O)c3ccc(C)s3)cc2)n1 (centres undefined) | 0 | 0.6 | 9 | 0 | 3 | -2 | 5 | -5 | -3 | 5
CCNC(=S)NNC(=O)c1ccc2ncccc2c1 | 2 | 0.2 | 6 | -3 | 9 | 2 | -3 | -3 | 0 | 4
Cc1ccc(CS(=O)(=O)c2ncn[nH]2)cc1 | 1 | 0.2 | 5 | -2 | -10 | 0 | -3 | -1 | 2 | 0
Nc1cccn2c(-c3ccc(Cl)cc3)cnc12 | 2 | -5.6 | -4 | -2 | 1 | 42* | -3 | -2 | -6 | 2
CCn1cc(C(=O)OCC(=O)NCc2ccc3c(c2)OCO3)c(=O)c2ccc(C)nc21 | -2 | 0.1 | -7 | -1 | 13 | 2 | 0 | -3 | 0 | 5
O=C1NC(=Nc2ccccc2)/C(=C/c2ccco2)S1 | 3 | -1.5 | 0 | 8 | -4 | 13 | -8 | 2 | -12 | 4
C=CCN(C(=O)c1ccc2snnc2c1)c1ccccc1 | 0 | 0.1 | 6 | -2 | 6 | 5 | 0 | -6 | 0 | -3
Cc1cc(C)cc(NC(=O)C(OC(=O)c2sccc2C)c2ccccc2)c1 (centres undefined) | 3 | 0.2 | -12 | 0 | -1 | -2 | -11 | 1 | -2 | -3
CCCC/C(O)=C/c1nc2ccccc2[nH]c1=O | -8 | 0.2 | -6 | 2 | 3 | 1 | -2 | 10 | 16 | -6
Cc1ccc(CC2CC(=O)N(c3nc(C)cc(C)n3)C2=O)cc1 (centres undefined) | -2 | 0.2 | -4 | 1 | -2 | -4 | -7 | -3 | -1 | 7
COc1ccccc1/C=C(/C(=O)OCC(=O)Nc1ccccc1C(C)C)c1ccccc1 | -15 | -0.1 | -5 | -2 | -5 | -2 | -1 | 2 | 2 | -4
N#C/C(=C\c1ccc(N2CCOCC2)o1)C(=O)N1CCOCC1 | -7 | 0.3 | -8 | -2 | -2 | -65 | -17 | -9 | -28 | 0
CC(C)(C)OC(=O)N1CCN(Cc2ccc(F)c(B(O)O)c2)CC1 | 4 | 0.4 | -8 | -4 | 3 | -4 | -3 | -3 | -1 | 0
COc1cc(C)nc(N(C)C(C)=O)n1 | -1 | -1.4 | -12 | -6 | 4 | 9 | 5 | 1 | 4 | -4
COc1cc(C(C)=O)ccc1OCC(O)CNCC(O)c1ccccc1 (centres undefined) | -3 | 0.4 | -5 | -1 | -3 | -4 | 1 | -2 | 2 | -1

Brought forward from above: 4 compounds, followed by the next part.
SMILES | SIAE primary | proKLK7 act | TDP2 absorb | LEDGF integ inh | Tn6 DDE FP | PRMT1 inh | Tn7 DDE FP | MBD2 inh | UHRF1 MBD2 ctr | TCR CD3 inh
N#C/C(=C\c1ccc(N2CCOCC2)o1)C(=O)N1CCOCC1 | -7 | 0.3 | -8 | -2 | -2 | -65 | -17 | -9 | -28 | 0
CC(C)(C)OC(=O)N1CCN(Cc2ccc(F)c(B(O)O)c2)CC1 | 4 | 0.4 | -8 | -4 | 3 | -4 | -3 | -3 | -1 | 0
COc1cc(C)nc(N(C)C(C)=O)n1 | -1 | -1.4 | -12 | -6 | 4 | 9 | 5 | 1 | 4 | -4
COc1cc(C(C)=O)ccc1OCC(O)CNCC(O)c1ccccc1 (centres undefined) | -3 | 0.4 | -5 | -1 | -3 | -4 | 1 | -2 | 2 | -1
CCOc1nc2ccccc2cc1/C=C/C(=O)O | -1 | 3.0 | -7 | 4 | 4 | -7 | 0 | -5 | 2 | -8
Cn1c(SCC(=O)NNC(=O)Nc2ccc(Cl)cc2)nnc1-c1ccccc1 | -3 | 0.2 | 9 | -1 | -3 | 1 | -2 | -4 | -3 | 0
CCCOc1ccc(N2CC(C(=O)Nc3ccc4c(c3)OCO4)CC2=O)cc1 (centres undefined) | -2 | 0.5 | 4 | -2 | 13 | 1 | 2 | 2 | 2 | 10
Cc1cc(C)cc(N2C(=O)N(c3ccccc3C)C3CS(=O)(=O)CC32)c1 (centres undefined) | 4 | 0.1 | 9 | -2 | -1 | -3 | -2 | 2 | -3 | 0
CCCn1c(SCC(=O)N2CCCCC2)nc2c1c(=O)n(C)c(=O)n2C | -1 | -0.2 | 0 | 3 | 4 | 1 | -2 | 5 | 16 | 4
O=C(/C=C/Nc1ccccc1F)c1cccs1 | -6 | -0.1 | 1 | 4 | -6 | 1 | -4 | 1 | -1 | 2
